# Bioassay records deposited in PubChem BioAssay by several laboratories.
# HTRA1 inh: HTRA1 serine protease inhibitors, primary screen, biochemical, fluorescence polarization, HTS | AID 504803, 2011 | hit rate 0.5% among 340,000 | recombinant HTRA1, FP-rhodamine activity-based probe | Q92743 | inhibition, % at 5.96 µM; in the data active = inhibition above about 36%;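 also: 0% = enzyme with DMSO and 100% = wells lacking enzyme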
# LEDGF integ inh: blockers of LEDGF/p75-dependent integrase strand transfer – biochemical, TR-FRET, high throughput, primary screen. TR-FRET IN-LEDGF/p75 DNA integration, Eu/Cy5. hit rate 0.64% among 370,000. inhibition, % at 3.7 µM. HIV-1 integrase (with human LEDGF/p75);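 active = inhibition above the screen-wide mean plus 3 SD, cut at about 13% in these data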;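 also: signal is the Cy5 over europium emission ratio at 671 and 618 nm; 0% = plate median of compound wells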
# TDP2 inh: human TDP2 enzyme inhibitors, primary screen, biochemical, epi absorbance, recombinant enzyme; inhibition, % at 12.8 µM; T5PNP hydrolysis, p-nitrophenol absorbance 415 nm; hit rate 0.34% among 370,000; Tyrosyl-DNA phosphodiesterase 2 (Homo sapiens), O95551;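 active = inhibition above the mean of all tested compounds plus 3 SD, set per campaign, cut at about 25% in these data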;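 also: 0% = DMSO with enzyme and 100% = buffer with substrate but no TDP2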
#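 Incubation: 2 h at 37 °C; Test system: recombinant human TDP2; Quantity: enzyme 120 nM; Read-out basis: percent inhibition; Medium: 50 mM Tris-HCl pH 7.5 with Mg2+, KCl, DTT, BSA; Repeats: single replicate; Compound: 12.8 µM single point, 1% DMSO; Signal: epi absorbance; Reagent: 5 mM T5PNP chromogenic substrate; Benchmarks: no-enzyme high, DMSO-plus-enzyme low.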
# rCAG binder: binders of r(CAG) RNA repeats, primary screen, biochemical, fluorescence; inhibition, % at 3 µM; AID 651821, 2012; r(CAG) RNA repeat, TO-PRO-1 dye displacement fluorescence; hit rate 1.3% among 370,000;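 active = inhibition above the plate cutoff, the mean of all test compounds on that plate plus 3 SD, cut at about 35% in these data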;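 also: 0% = DMSO alone and 100% = 100 µM mitoxantrone as full dye displacement; higher means more dye released from RNA so lower well fluorescence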
# PRMT1 FP inh: PRMT1 methyltransferase inhibitors, primary screen, biochemical, fluorescence polarization. inhibition, % at 2.79 µM. recombinant PRMT1, activity-based probe fluorescence polarization. Protein arginine N-methyltransferase 1 (Homo sapiens), Q99873. hit rate 1.3% among 370,000. AID 652257, 2013;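 active = inhibition above about 21% made by adding two undisclosed values, limit read from the data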
# ABHD4 inh: ABHD4 inhibitors, primary screen, biochemical, fluorescence polarization, mouse; purified mABHD4, FP-Rh probe fluorescence polarization; inhibition, % at 8.92 µM; hit rate 0.54% among 370,000; AID 720543, 2013;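 active = inhibition exceeding the mean over every tested compound plus 3 SD, cut at about 30% in these data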;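 also: 0% = plate median of compound wells and 100% = S159A mutant with DMSO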
# Target sequence (Q8VD66 whole entry, looked up): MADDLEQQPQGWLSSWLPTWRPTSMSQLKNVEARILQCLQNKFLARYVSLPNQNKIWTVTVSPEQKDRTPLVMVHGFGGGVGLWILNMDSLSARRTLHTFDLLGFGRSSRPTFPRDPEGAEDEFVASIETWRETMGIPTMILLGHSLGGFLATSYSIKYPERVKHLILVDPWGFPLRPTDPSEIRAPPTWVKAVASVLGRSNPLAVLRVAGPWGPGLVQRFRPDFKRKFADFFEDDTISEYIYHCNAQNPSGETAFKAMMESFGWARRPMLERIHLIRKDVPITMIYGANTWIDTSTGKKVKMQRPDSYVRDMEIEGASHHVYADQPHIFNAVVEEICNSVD
#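 Doses – 8.92 µM, single dose · Material – wild-type mouse ABHD4 protein · Replication – single well per compound (singlicate) · Measure – percent inhibition of probe binding, normalized to plate controls · Schedule – 45 min compound pre-incubation plus 60 min probe step, 25 °C · Detection – fluorescence polarization with parallel and perpendicular emission, 525/598 nm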
# TCR-CD3 inh: inhibitors of human TCR-CD3 interaction, primary screen, biochemical, fluorescence, TAMRA-labeled TCR probe | hit rate 0.37% among 360,000 | inhibition, % at 9.4 µM | T-cell receptor (TCR) | AID 651800, 2012; in the data active = inhibition above about 19%;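 also: recombinant mutant TCR 2C K166C tagged with TAMRA read by polarization; 0% = receptor in buffer alone and 100% = receptor with positive control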
# PG9 binder: binders of HIV-1 gp120 antibody PG9, primary screen, biochemical, TR-FRET; inhibition, % at 6.7 µM; HIV-1 gp120 / PG9 antibody interaction; AID 624416, 2012; hit rate 0.43% among 360,000; TR-FRET gp120-PG9 antibody binding; in the data active = inhibition above about 8.5%
# Rev-erbA mod: modulators of Rev-erb alpha DNA binding, primary screen, biochemical, FITC-DNA, fluorescence polarization, uHTS; Nuclear receptor subfamily 1 group D member 1 (Homo sapiens), P20393; Rev-erbα–FITC-DNA binding, 90 min; activity, % at 10 µM; hit rate 0.79% among 370,000; AID 1259318, 2017;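 active = activity above about 14%, limit read from the data; passing the limit was not always enough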;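 also: 0% = DMSO wells with 35 nM protein and 100% = DMSO wells with 750 nM protein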
# Target sequence (P20393 whole entry, looked up): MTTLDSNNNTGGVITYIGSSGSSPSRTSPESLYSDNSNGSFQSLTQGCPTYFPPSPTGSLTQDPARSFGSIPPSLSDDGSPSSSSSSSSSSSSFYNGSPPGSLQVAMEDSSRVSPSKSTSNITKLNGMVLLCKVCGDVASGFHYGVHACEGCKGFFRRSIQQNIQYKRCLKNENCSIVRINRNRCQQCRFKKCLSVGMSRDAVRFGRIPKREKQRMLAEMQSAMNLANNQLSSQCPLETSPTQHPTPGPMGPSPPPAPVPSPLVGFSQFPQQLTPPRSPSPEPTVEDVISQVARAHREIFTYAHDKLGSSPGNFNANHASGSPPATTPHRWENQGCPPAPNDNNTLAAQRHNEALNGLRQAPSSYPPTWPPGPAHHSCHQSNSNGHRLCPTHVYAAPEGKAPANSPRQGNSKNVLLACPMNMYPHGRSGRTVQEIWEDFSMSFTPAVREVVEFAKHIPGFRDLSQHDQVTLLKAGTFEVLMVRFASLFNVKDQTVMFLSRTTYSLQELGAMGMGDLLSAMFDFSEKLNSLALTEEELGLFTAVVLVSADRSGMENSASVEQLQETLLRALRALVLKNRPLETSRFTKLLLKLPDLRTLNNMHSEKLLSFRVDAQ
# SIAE primary: human SIAE inhibitors, primary screen, biochemical, fluorescence polarization, FP-Rh probe, 1536-well HTS; hit rate 0.69% among 370,000; AID 1053197, 2014; SIAE FP-Rh probe binding; inhibition, % at 9.66 µM; Sialate O-acetylesterase (Homo sapiens), Q9HAT2;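 active = inhibition above a cutoff: mean of compounds within the control limits plus 3 SD of those, cut at about 17% in these data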;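 also: 0% = plate median of compound wells and 100% = probe without SIAE protein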
# Starred values were filed as active, the others as inactive; . = no result given. The list is partial; the hit share may differ from the screen's.
SMILES,HTRA1 inh,LEDGF integ inh,TDP2 inh,rCAG binder,PRMT1 FP inh,ABHD4 inh,TCR-CD3 inh,PG9 binder,Rev-erbA mod,SIAE primary
COc1ccc(-c2[nH]ncc2CNCc2cc(C)n(C)n2)c(F)c1,2,5,-1,-4,-2,-2,5,-2.5,5,5
CCOC(=O)N/N=C\c1ccc(C)s1,7,4,-8,0,-1,-3,3,-3.1,-2,3
Cc1nc2ccc(NC(=O)c3ccc(=O)[nH]c3)cc2s1,-5,-1,-9,-5,4,1,-2,0.5,-2,-1
Cc1nc2cc(NC(=O)c3ccc(Cl)cc3)ccc2n1C,-2,0,-12,-2,-4,-2,3,-3.6,-1,1
COC(=O)[C@H](CC(C)C)NC(=O)NC1CCCCC1C (stereo not given in full),-9,0,0,-1,-1,4,-1,1.0,6,3
COC(=O)[C@@H]1N=C(c2ccc(OC)cc2)O[C@]12C(=O)N(Cc1cn(-c3ccccc3)nn1)c1cccc(Cl)c12,.,0,-8,11,0,-9,.,.,5,-1
CN1CC(c2ccccc2)Oc2ccccc2C1=S (stereo not given),3,-4,-4,-1,-2,1,4,0.6,-5,0
O=C(Cc1c[nH]c2ccccc12)Nc1ccc(Nc2cccnc2)c(-c2ccc(F)c(F)c2)c1,.,0,-10,13,-2,26,-1,-1.4,-9,28*
CN(C)S(=O)(=O)c1ccc(NC(=O)CSc2ncnc3ccccc23)cc1,-1,-2,-3,6,16,-7,-4,-1.3,-3,-12
Cc1cccc(NC(=O)c2ccc(OCc3c(C)noc3C)cc2)c1C,5,2,0,3,7,-14,-3,0.5,-2,-8
CC1=NN(C(=O)Cn2nc([N+](=O)[O-])cc2C)C(O)(C(F)(F)F)C1 (stereo not given),3,-1,10,0,-1,-6,5,-3.5,-3,-5
CC(C)(C)NC(=O)CN(C(=O)CNC(=O)c1cccs1)c1ccc2c(c1)OCCO2,-6,-2,-5,-3,-2,10,-5,-1.5,1,5
CC(=O)c1c(C)[nH]c(C(=O)NCCCN2CCCC2)c1C,-9,-1,-4,-2,-3,-1,0,-0.8,-2,-3
S=C1NC2(CCCCC2)Cc2ccccc21,-5,-1,0,-2,0,5,-6,0.9,-1,-1
O=C1Nc2c(c(=O)[nH]c(=O)n2-c2ccc(F)cc2)C1(NS(=O)(=O)c1ccccc1)C(F)(F)F (stereo not given),5,-4,-10,-1,6,-3,-6,-1.7,5,-4
O=C1CC(N2CCN(S(=O)(=O)c3ccccc3)CC2)C(=O)N1c1ccccc1 (stereo not given),1,-3,3,-2,7,4,-7,0.1,-6,-4
COCCCNC(=O)C(=O)NCC1CCCN1S(=O)(=O)c1cccs1 (stereo not given),5,0,12,2,-5,1,10,0.3,0,8
Cc1ccc(S(=O)(=O)Nc2cc(-c3ccc(Cl)cc3)nn2C)cc1,.,3,-7,48*,-4,4,-3,-1.3,2,-5
O=C(COc1ccccc1)NC(=S)Nc1ccc2c3c(cccc13)CC2,-2,-3,1,2,3,5,-2,-0.2,2,-2
CNC(=O)c1ccc(CNC(=O)OCc2ccccc2)cc1,4,8,-6,-2,-4,-3,6,-1.6,0,-2
COc1ccc(CNC(=S)Nc2ccc(F)c(Cl)c2)cc1OC,-8,-7,-2,3,5,0,-2,1.6,1,-6
Clc1ccc(OCCn2cnc3ccccc32)cc1,-6,2,-4,4,1,-5,1,-1.4,-1,2
O=C(CN1CCC(n2nnc3cc(F)ccc32)CC1)Nc1ccccc1N1CCOCC1,7,0,-5,-2,-2,1,-4,-1.0,-2,-1
Cc1cc(C)c2cc3c(N)c(C(=O)N4CCOCC4)sc3nc2c1,-3,3,2,9,21,2,-8,1.9,0,3
N/C(=N\OC(=O)c1cccc(Br)c1)c1ccncc1,3,-2,6,1,2,1,4,-1.1,0,4
O=C1CCCN1CCCNC(=S)Nc1ccc(Nc2ccccc2)cc1,2,-2,-6,-2,10,-5,0,-3.0,-4,9
Cc1cccc(NS(=O)(=O)c2ccc(-c3cnc(C4CC4)o3)cc2)c1C,-33,3,2,4,-1,-8,0,-2.2,5,-14
O=C1OC(O)c2cccc3cccc1c23 (stereo not given),1,-5,-4,2,1,5,8,3.7,3,1
O=C(Oc1cccnc1)c1ccc([N+](=O)[O-])cc1,-4,4,1,1,0,-1,0,-1.0,-3,-1
Cc1c(NC(=S)N/N=C/C=C/c2ccc([N+](=O)[O-])cc2)c(=O)n(-c2ccccc2)n1C,13,4,-11,8,-3,1,10,-5.7,5,3
COC(=O)C[C@H]1CC[C@H]2[C@H](COc3ccc(NC(=O)C4CCOCC4)cc3C(=O)N2C)O1,.,5,4,3,-1,-3,.,.,-4,-1
COc1cc(-c2noc(C)c2C(=O)NCCCN2CCOCC2)cc(OC)c1OC,3,0,7,1,1,0,2,0.1,0,6
CN(c1cccc(Cl)c1)S(=O)(=O)c1cccc(C(=O)NCc2ccncc2)c1,-5,-2,1,2,5,6,-12,0.6,4,0
C/C(N)=C(/C#N)C(=O)CSc1nnc(-c2ccccc2)n1C,4,-3,-1,-3,5,13,-7,-0.6,1,1
CCOc1ccc(NC(=S)Nc2ccc3nsnc3c2)cc1,31,40*,72*,20,17,-2,8,-6.2,3,3
COC(=O)[C@@]12CCCCC3=C1N(CCC3)C(=O)[C@H]2CC(=O)NCc1cccc2ccccc12,.,0,15,4,1,0,.,.,-4,3
O=C(Oc1ccc2ccccc2c1)c1ccco1,-1,2,-1,-2,0,8,1,-0.2,1,-5
CC(C)Sc1nc2sc3c(c2c2nnc(SCC(=O)NCc4ccco4)n12)CCCC3,-23,1,-2,13,0,-2,5,-0.2,5,-14
COc1ccccc1NC(=O)CCCCCN1C(=O)c2cccc([N+](=O)[O-])c2C1=O,-1,-3,4,-2,1,1,3,1.5,1,-2
CC(c1ccon1)N(C)C(=O)CCc1nnc(C2(c3ccc(Cl)cc3)CCC2)o1 (stereo not given),0,-4,16,-9,0,7,-3,0.2,-4,3

# Whole records, quoted from the list. Order of values: HTRA1 inh | LEDGF integ inh | TDP2 inh | rCAG binder | PRMT1 FP inh | ABHD4 inh | TCR-CD3 inh | PG9 binder | Rev-erbA mod | SIAE primary
# Profile of `CC1=NN(C(=O)Cn2nc([N+](=O)[O-])cc2C)C(O)(C(F)(F)F)C1` (stereo not given) : 3 | -1 | 10 | 0 | -1 | -6 | 5 | -3.5 | -3 | -5
# Profile of `CCOC(=O)N/N=C\c1ccc(C)s1` : 7 | 4 | -8 | 0 | -1 | -3 | 3 | -3.1 | -2 | 3

# Continued.
SMILES,HTRA1 inh,LEDGF integ inh,TDP2 inh,rCAG binder,PRMT1 FP inh,ABHD4 inh,TCR-CD3 inh,PG9 binder,Rev-erbA mod,SIAE primary
COc1ccc(-c2cc(-c3c(O)c(OC)c4occc4c3OC)[nH]n2)cc1OC,24,-1,3,16,2,6,1,-2.4,-1,19*
CCCCOCCCNC(=O)N[C@H](C(=O)OC)C(C)CC (stereo not given in full),1,4,1,-10,0,-5,5,0.0,-1,2
CS(=O)(=O)c1ccc(Cl)c(NC(=O)c2ccc3ccccc3c2)c1,1,4,-7,3,-1,-3,4,-1.8,7,2
Cc1ccc(NC(=S)N2CCOCC2)cc1,10,-2,-5,4,2,9,-4,-0.5,-5,4
COc1cc(CNC(C)(C)CO)ccc1OCC(=O)Nc1ccc(Br)cc1,2,-1,-4,2,-3,-4,1,0.0,-2,2
C=CCNC(=O)CN(Cc1ccccc1)S(=O)(=O)c1ccc(C)cc1,-4,4,-14,-3,-1,-2,10,-1.4,-5,1
O=C(c1ccc(NC2=NC3CS(=O)(=O)CC3S2)cc1)N1CCN(C(=O)c2ccco2)CC1 (stereo not given),5,-2,2,1,4,4,2,-0.3,-9,6
CCOc1ccc(-n2c(=O)c3sccc3n(CC(=O)NCCc3ccc(OC)c(OC)c3)c2=O)cc1,6,1,2,-4,0,2,0,0.4,2,0
COc1ccc(CCNC(=O)CCOc2ccc(C(C)(C)C)cc2)cc1OC,2,1,2,-7,-2,-4,7,-5.2,-4,1
COCCCn1c(C(=O)NCCN2CCOCC2)cc2c(=O)n3cccc(C)c3nc21,3,0,-8,-7,0,-9,1,-0.6,-5,3
CCCCS(=O)(=O)CC(COc1ccccc1)OC(=O)c1ccccc1 (stereo not given),-14,5,-10,1,2,-23,-2,0.6,4,-1
Cc1cccc(NC(=O)CCCN=C2NS(=O)(=O)c3ccccc32)c1C,3,4,4,0,0,1,2,-1.8,1,-7
COc1ccc(Nc2ncnc3sc(-c4ccccc4)cc23)cc1,-20,-3,-8,12,4,1,-9,-0.2,7,33*
Cc1cc(NC(=O)CSc2nc(C(C)C)nc3sc(C)c(C)c23)no1,-10,4,3,-2,-1,-9,2,3.3,9,8
COc1cccc(-c2noc(C3CCCN(C(=O)c4ccccc4OC)C3)n2)c1 (stereo not given),1,-1,14,-6,3,6,7,-0.4,-5,3
CCN(CC)C(=O)C1CC(=O)OC1(C)C (stereo not given),-7,3,6,0,2,0,-4,0.4,-4,2
CC1(C)CC(=O)C(C2=NC3(CCCCC3)Cc3ccccc32)=C(O)C1,5,-4,-11,-4,7,11,2,1.5,0,-2
Cc1cc(C)nc(-n2nc(C)cc2NC(=O)c2ccc(F)cc2F)n1,-1,-3,-2,-1,0,1,9,0.4,-2,0
Cc1c(N2C(=O)c3ccc(Br)cc3C2=O)c(=O)n(-c2ccccc2)n1C,-4,-1,-6,-1,0,-9,-6,0.1,1,10
COC(=O)c1cc(S(=O)(=O)NCC2CCN(C(=O)C(=O)c3cccs3)CC2)cs1,.,4,-5,4,1,-14,3,-1.8,-5,-5
Cc1ccc(N2C(=O)CC(N3CCN(C4CCc5ccccc5C4)CC3)C2=O)cc1 (stereo not given),-2,1,0,-3,1,-6,4,0.2,-1,-4
COCCNC(=O)CN(c1ccc(F)cc1)S(=O)(=O)c1ccc2c(c1)OCCO2,2,3,11,-2,-4,-4,2,-1.8,-2,10
CCOC(=O)CSc1ccc(S(=O)(=O)N2CCCC2)cc1[N+](=O)[O-],0,4,-19,0,0,-1,6,-0.7,-4,-1
COCCN1C(=O)CCC1(C)C(=O)NC1CCCCC1 (stereo not given),.,2,-3,0,-5,-3,1,0.0,-2,0
COc1cccc(/C=C2/C(=O)NN(c3ccc(C)c(C)c3)C2=O)c1,3,5,-14,72*,8,35*,5,-2.4,-4,11
Cc1ccc(C(=O)NCC(=O)Nc2ccncc2)cc1C,-2,-7,-12,3,3,-9,-3,1.2,-7,-12
